# Screening results: PubChem, several laboratories
# sPLA2-III inh: human group III sPLA2 inhibitors, primary screen, biochemical, QFRET, BODIPY PC-A2 liposome substrate; QFRET BODIPY PC-A2 liposome hydrolysis, fluorescence; inhibition, % at 12.2 µM; 0.56% of 370,000 active; AID 743126, 2013;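 active = inhibition above mean plus 3 SD of compounds lying within the high and low control bounds, cut at about 19% in these data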;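 note: 0% = median of test compound wells and 100% = no enzyme DMSO wells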
# ssDAF12 agonist: S. stercoralis DAF-12 nuclear receptor activators, primary screen, cell-based, luminescence, HEK293, GRIP1 co-expression, lit1-tk-luc; activation, % at 6.8 µM; 1% of 370,000 active; HEK293 ssDAF-12/GRIP1 lit1-tk-luc reporter; % of 3 µM dafachronic acid response;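 active = activation above the mean over all tested compounds plus 3 SD, cut at about 0.9% in these data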;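 note: 0% = DMSO-only wells and 100% = 3 µM delta7-dafachronic acid wells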
# GAA850 FXN act: FXN promoter activators, primary screen, cell-based, luciferase luminescence, HEK293 lucGAA850; HEK293 lucGAA850 FXN promoter luciferase reporter, 24 h; percent of 10 µM SAHA response; activation, % at 6 µM; 0.56% of 360,000 active;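 active = activation above the average of all compounds screened plus 3 SD, cutoff fixed separately per campaign, cut at about 7.5% in these data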;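 note: 0% = DMSO wells and 100% = 10 µM SAHA wells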
# hcDAF12 agonist: H. contortus DAF-12 nuclear receptor activators, primary screen, cell-based, luminescence, HEK293, lit1-tk-luc reporter | activation, % at 6.8 µM | HEK293 hcDAF-12 lit1-tk-luc reporter; 0% DMSO, 100% Δ7-dafachronic acid | 1.4% of 370,000 active;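 active = activation above the mean of all tested compounds plus 3 SD, cut at about 5.5% in these data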;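 note: 100% = response to 3 µM Δ7-dafachronic acid high control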
# SMARCA2 activ: SMARCA2 (BRM) function activators, primary screen, cell-based, luminescence, high throughput; MG213 cells, MMTV-luciferase reporter, dexamethasone, overnight; activation, % at 9.1 µM; 1% of 370,000 active; in the data active = activation above about 7.8%;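 note: 0% = vehicle wells and 100% = reference activator wells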
# NPR2 activator: human GC-B receptor activators, primary screen, HEK293 GC-B cells, cGMP TR-FRET, EC30 CNP. 0% at EC30 CNP, 100% saturating CNP. Atrial natriuretic peptide receptor 2 (Homo sapiens), P20594. activation, % at 10 µM. 0.11% of 370,000 active;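 active = activation at 10 µM reaching about 35% in either raw or pattern-adjusted values, limit read from the data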
# DAX1 inh-1: DAX1 (NR0B1) inhibitors on StAR promoter, primary screen, cell-based, luminescence, SF-1 (NR5A1), full-length DAX-1. HEK293T StAR-luciferase reporter, SF-1/DAX-1 repression relief. inhibition, % at 6.8 µM. 1.1% of 370,000 active. AID 652010, 2013;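 active = inhibition above the mean over all tested compounds plus 3 SD, cut at about 3.6% in these data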;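 note: 0% = DAX-1 cells with DMSO and 100% = cells lacking DAX-1 with DMSO; higher inhibition means more luminescence from relief of DAX-1 repression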
# hgDAF-12 ag: H. glycines DAF-12 receptor agonists, primary screen, cell-based, luminescence, HEK293, GAL4 fusion, UAS-luciferase | HEK293 GAL4-hgDAF12 UAS-luciferase reporter, agonist luminescence; normalized to butyrate control | activation, % at 6.8 µM | 1.8% of 370,000 active;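 active = activation above a cutoff set at the mean of all screened compounds plus 3 SD, cut at about 10% in these data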;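 note: 0% = DMSO wells and 100% = sodium butyrate wells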
# ADAM10 inh: human ADAM10 inhibitors, primary screen, biochemical, QFRET, HTS; Disintegrin and metalloproteinase domain-containing protein 10 (Homo sapiens), O14672; recombinant ADAM10, EDANS/DABCYL FRET peptide cleavage, 3 h; inhibition, % at 7 µM; 0.62% of 370,000 active;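 active = inhibition above a per-campaign cutoff equal to the mean of compounds falling between control-based bounds plus 3 SD, cut at about 20% in these data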;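 note: 0% = DMSO wells while the 100% control is not disclosed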
# NPR1 activator: GC-A stimulated cGMP production enhancers – HEK293 GC-A cells, cGMP TR-FRET, EC30 ANP, primary screen; Atrial natriuretic peptide receptor 1 (Homo sapiens), P16066; 0% at EC30 ANP, 100% saturating ANP; activation, % at 10 µM; 0.14% of 370,000 active; AID 1671463, 2021; in the data active = activation above about 40%
# Target sequence (P16066 whole entry, looked up): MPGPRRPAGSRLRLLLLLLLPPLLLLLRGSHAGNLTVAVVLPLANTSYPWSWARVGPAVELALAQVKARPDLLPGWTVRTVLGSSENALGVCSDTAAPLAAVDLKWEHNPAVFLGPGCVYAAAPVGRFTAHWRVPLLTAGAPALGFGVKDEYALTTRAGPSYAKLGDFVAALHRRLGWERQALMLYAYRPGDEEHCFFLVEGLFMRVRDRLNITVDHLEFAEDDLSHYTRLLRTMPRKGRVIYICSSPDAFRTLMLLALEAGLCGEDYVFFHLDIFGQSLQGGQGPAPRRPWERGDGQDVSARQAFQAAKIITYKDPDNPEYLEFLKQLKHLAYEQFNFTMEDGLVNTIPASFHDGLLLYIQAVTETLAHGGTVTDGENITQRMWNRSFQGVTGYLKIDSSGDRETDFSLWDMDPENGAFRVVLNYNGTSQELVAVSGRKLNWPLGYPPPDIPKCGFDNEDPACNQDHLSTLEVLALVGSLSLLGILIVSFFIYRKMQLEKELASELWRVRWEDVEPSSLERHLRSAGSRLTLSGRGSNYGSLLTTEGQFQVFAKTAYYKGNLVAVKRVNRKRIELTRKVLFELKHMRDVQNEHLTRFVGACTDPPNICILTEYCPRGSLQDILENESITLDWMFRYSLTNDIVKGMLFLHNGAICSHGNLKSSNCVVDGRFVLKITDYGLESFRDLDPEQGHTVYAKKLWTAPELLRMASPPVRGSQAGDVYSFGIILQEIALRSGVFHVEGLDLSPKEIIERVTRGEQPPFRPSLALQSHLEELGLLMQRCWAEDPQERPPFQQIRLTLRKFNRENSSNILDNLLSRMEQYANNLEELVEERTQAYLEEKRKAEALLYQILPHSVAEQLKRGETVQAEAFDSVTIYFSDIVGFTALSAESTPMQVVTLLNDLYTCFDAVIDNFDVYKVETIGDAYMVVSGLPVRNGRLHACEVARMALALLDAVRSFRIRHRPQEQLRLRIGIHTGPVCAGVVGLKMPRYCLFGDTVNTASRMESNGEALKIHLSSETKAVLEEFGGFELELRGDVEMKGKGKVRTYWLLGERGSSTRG
# DAX1 inh-2: DAX1 (NR0B1) inhibitors, primary screen, cell-based, HEK293, Gal4-DAX1, luciferase luminescence; inhibition, % at 6.75 µM; AID 504766, 2011; Nuclear receptor subfamily 0 group B member 1 (Homo sapiens), P51843; 0.99% of 340,000 active; HEK293 Gal4-DAX1 luciferase reporter;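 active = inhibition above the mean over all tested compounds plus 3 SD, cut at about 4.2% in these data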;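 note: 0% = DAX1-transfected cells with DMSO and 100% = empty-vector control cells with DMSO; inhibition shows as a rise in luminescence from relieved DAX1 repression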
# Numbers without * were called inactive; i = inactive; . = no result given.
Compound	sPLA2-III inh	ssDAF12 agonist	GAA850 FXN act	hcDAF12 agonist	SMARCA2 activ	NPR2 activator	DAX1 inh-1	hgDAF-12 ag	ADAM10 inh	NPR1 activator	DAX1 inh-2
COc1ccc(-c2nc3ccc(C(=O)NCC(OC)OC)cc3nc2-c2ccc(OC)c(OC)c2)cc1OC	9.6	-1.3	0.6	-2.4	-3.2	-5.1	-0.2	-3.2	-3.2	-3.5	0.7
COc1cccc(N2CCN(Cc3nc(N)nc(Nc4ccccc4OC)n3)CC2)c1	3.5	-1.4	-1.0	0.8	1.0	8.5	-0.2	-2.0	-0.6	0.4	-1.6
CCOc1ccc(CC(=O)N2CCN(c3ccc(N4CCOCC4)nn3)CC2)cc1OCC	9.7	-2.0	0.7	-2.0	-0.4	0.2	-0.2	0.5	i	-6.3	0.1
CSCCC(NC(=O)c1ccc(Cl)cc1)C(=O)OCC(=O)N1CCCC1=O (stereo not given)	7.0	-1.3	-1.1	-1.2	-2.8	-3.5	-0.4	-1.5	-9.5	1.9	2.7
CC(=O)c1c(C)[nH]c(C(=O)COC(=O)CCSc2ccccc2)c1C	-14.4	-1.4	0.7	0.9	-2.4	-5.8	-0.9	-4.2	-2.7	1.8	-0.2
CC(N)c1csc(Nc2ccc(C(=O)NCCO)cc2)n1 (stereo not given)	4.4	-1.6	-0.2	0.3	-0.4	-0.8	0.8	0.3	-16.6	-2.3	.
Cc1ccc(C2(C(F)(F)F)N=C3Sc4cc(C)ccc4N3C(=O)N2)cc1 (stereo not given)	-8.0	-0.8	.	-0.3	-1.4	-2.6	-0.3	1.7	-8.0	-0.6	.
COc1cccc(CN2CC(C(=O)N3CCCC3)CCC2=O)c1 (stereo not given)	0.0	-0.6	0.6	1.8	-0.6	0.6	0.3	0.3	5.7	1.1	1.7
Cc1ccc(NC(=S)N(CCN(C)C)C(C)c2ccco2)cc1C (stereo not given)	0.8	-0.9	2.3	-0.9	-0.6	0.0	0.0	1.8	-4.7	-0.7	-0.6
CC1(C)CC2CC(C)(CN2C(=O)COC(=O)CNC(=O)c2ccc(Cl)c(Cl)c2)C1 (stereo not given)	-2.7	-0.8	1.5	4.7	-2.9	4.8	-0.1	-1.4	0.2	0.7	0.8
COc1cc(Nc2ccn3nc(-c4ccc(F)cc4)cc3n2)cc(OC)c1OC	-0.8	-0.9	1.5	2.1	0.2	-10.8	0.7	3.6	-25.0	-1.0	.
Cc1c(NC(=O)C(C)SC(=S)N2CCCC2)c(=O)n(-c2ccccc2)n1C (stereo not given)	-0.7	-0.9	-0.2	-1.1	2.4	5.5	-0.3	-2.1	0.5	-4.2	-0.4
Cc1cccc(NC(=O)C2CCN(C(=O)c3ccc(Cl)cc3)CC2)n1	2.2	-0.4	-1.2	-1.1	-3.0	-3.7	-2.1	-2.1	-10.0	-4.9	0.1
Cc1cccc(C(=O)N=C2SC3CS(=O)(=O)CC3N2c2ccccc2)c1 (stereo not given)	-8.6	-1.1	2.6	-1.0	-1.3	1.7	-1.5	-0.5	-4.7	-4.6	-2.4
CCOC(=O)c1cc2sccc2n1CC(=O)C(C)(C)C	2.1	-1.2	0.3	0.2	10.0*	-1.8	0.1	0.8	6.1	-5.9	-0.5
Cc1cc(-c2nnc(SCC(=O)Nc3ccc(Br)cc3F)n2N)n[nH]1	4.4	-1.0	-1.2	-0.1	-2.1	-3.4	-0.8	2.3	1.2	1.9	-0.2
CCn1cc(/C=N/NC(=O)c2ccc(C#N)cc2F)c2ccccc21	-7.4	-1.9	0.5	-1.1	4.9	0.2	-1.0	2.8	-2.0	3.0	-0.2
Cc1nc2cc(NC(=O)c3ccc(Cl)cc3)ccc2n1C	5.4	-0.2	1.7	3.9	2.4	0.4	2.3	13.3*	22.9*	5.1	0.5
Cc1ccc(F)c(S(=O)(=O)NC(=O)C2(C)CCN2C(=O)C/C=C/c2ccccc2)c1 (stereo not given)	-4.0	-1.3	1.7	0.2	-1.5	5.1	1.9	1.2	-1.8	2.6	.
COc1cccc(C(=O)Oc2ccc(N3C(=O)CCC3=O)c(C)c2)c1	-2.1	-1.3	-0.3	-0.9	-1.7	-4.6	0.1	-1.1	-10.7	0.1	0.1
COc1cc2c(cc1NC(=O)CN1C(=O)NC3(CCc4ccccc43)C1=O)oc1ccccc12 (stereo not given)	-35.6	-1.4	-4.2	-2.8	-1.9	-4.6	-1.3	-1.2	-6.1	7.2	-0.8
Cn1nc(C(=O)Nc2ccc(-n3cnnn3)cc2)c2ccccc2c1=O	-5.1	-1.4	0.4	-2.4	-0.9	-5.1	-0.2	-0.1	-2.7	-0.5	-1.1
CCOc1ccc(NS(=O)(=O)c2ccc(NC(=O)C3CCCO3)cc2)cc1 (stereo not given)	-18.0	-1.2	-1.8	1.0	-1.8	-1.5	-1.0	-1.5	-3.2	0.1	-1.6
Cc1[nH]n(S(=O)(=O)Cc2ccccc2)c(=O)c1N=Nc1ccccc1Cl	6.5	-0.6	-0.9	-1.0	-7.7	-0.2	-1.2	-5.6	9.4	0.4	1.0
CCN1C(=NCc2ccco2)N[C@@H](c2cccc(C(F)(F)F)c2)C(C(=O)OC)=C1C	-12.6	-0.8	-2.6	-0.1	0.7	-13.6	0.5	-0.1	-7.8	-12.2	1.2

Compound	sPLA2-III inh	ssDAF12 agonist	GAA850 FXN act	hcDAF12 agonist	SMARCA2 activ	NPR2 activator	DAX1 inh-1	hgDAF-12 ag	ADAM10 inh	NPR1 activator	DAX1 inh-2
O=C1CCC2(CCC(c3ccc(Cl)cc3)CC2)N1CCO (stereo not given)	7.9	-1.4	.	0.9	-3.1	7.9	-1.4	-4.2	-9.0	2.4	.
CC(C)c1ccc(N(C(=O)c2cc3ccccc3oc2=O)C2C=CS(=O)(=O)C2)cc1 (stereo not given)	2.9	-1.6	-0.6	-0.5	-1.8	-6.4	0.2	-1.6	0.8	-4.1	-0.7
Cc1cc(SCc2ccc(Br)cc2)nc(=O)[nH]1	0.7	-1.3	1.6	-1.2	-2.0	-5.6	0.7	4.2	12.9	-1.0	0.8
O=C(CSc1nnc(CNC(=O)c2c(F)cccc2Cl)o1)NCCc1ccccc1	7.7	-0.9	1.5	1.2	-1.4	3.1	-0.7	1.6	0.0	1.3	0.6
Cc1nc(Nc2ccccc2)sc1C	14.2	-0.6	2.6	1.8	1.0	2.9	0.0	0.6	3.6	2.9	7.2*
CCCCCc1ccc(NC(=O)OCCCN2CCC3(CCC(c4ccccc4)CC3)C2=O)cc1 (stereo not given)	18.6	-0.8	.	-1.6	-2.8	-6.6	-0.2	4.1	-14.0	-3.4	.
O=C(O)Cn1nc(-c2ccc(F)cc2)oc1=O	-2.4	-1.1	0.1	-2.2	-2.8	-1.5	0.6	1.6	-1.7	-1.5	-1.2
OC(CN1CCN(c2ncc(C(F)(F)F)cc2Cl)CC1)c1ccccc1 (stereo not given)	2.0	-1.4	0.6	-1.9	-3.2	3.9	-0.1	0.0	2.5	4.8	-1.3
Cc1nnc2ccc(-c3cccc(NS(=O)(=O)c4ccccc4Cl)c3)nn12	3.0	-0.6	5.2	0.1	0.5	6.8	0.1	-0.8	-16.3	7.3	1.4
Cc1nc2ccc(S(=O)(=O)NCC(=O)NCc3ccc(F)cc3)cc2s1	13.1	-1.1	.	-0.2	-5.3	2.6	0.3	-4.2	-10.0	3.0	.
Cc1ccc(O)c(/C=N/NC(=O)COc2ccc3c(C)cc(=O)oc3c2)c1	9.8	-0.9	-1.7	-0.7	-2.2	0.4	0.1	1.6	-28.8	-13.1	-1.3
CC(=O)N(C(C)=O)c1cccc(N(Cc2ccccc2)Cc2ccccc2)c1	-10.2	-0.9	-2.6	-1.3	-7.9	-3.4	0.5	-3.1	17.1	-3.8	-0.5
O=c1[nH][nH]c2c1[C@H](C1CCCC1)O[C@H](CCc1ccccc1)C2	3.1	-1.1	.	-0.3	-4.2	-6.0	-0.3	3.2	-2.8	-2.7	.
COc1cc(OC)c2ccc(=O)oc2c1C(CCN1CCCC1)c1ccc2c(c1)OCO2 (stereo not given)	-4.2	-1.3	0.3	-1.9	0.1	-23.1	0.5	0.8	-12.4	-19.8	0.2
CC1=C(C(=O)N(C)C)CC(CC(=O)NC2CCCCC2)C(=O)N1CCC1=CCCCC1 (stereo not given)	2.6	-0.7	2.4	0.3	2.2	-3.8	2.5	5.5	-5.0	-0.9	1.2
CCn1c(SCC(=O)Nc2ccc(NC(=O)c3cccs3)cc2)nnc1-c1cccnc1	-0.8	-1.0	0.6	-0.7	1.2	-0.8	-2.2	-2.1	1.0	-1.8	-1.2
Cc1cccc(NC(=O)CO/N=C/c2ccc3c(c2)OCO3)c1	-11.5	-0.8	2.9	-0.1	-2.1	5.7	0.4	0.7	10.1	1.2	-1.2
Cc1cccc2cc(CN(Cc3cccnc3)C(=O)c3ccccc3F)c(Cl)nc12	-16.4	-1.6	-2.1	-2.7	-2.7	-5.4	0.4	-3.5	-2.9	-11.1	-0.6
COc1ccc(NC(=O)COc2ccc(/C=N/n3c(C)nnc3C)cc2OC)cc1	-1.9	-0.7	8.0*	-1.3	0.2	-1.8	-0.6	-0.3	2.3	-1.4	-0.6

# One compound at a time, as listed above:
# Results for O=C1CCC2(CCC(c3ccc(Cl)cc3)CC2)N1CCO (stereo not given) = sPLA2-III inh = 7.9; ssDAF12 agonist = -1.4; GAA850 FXN act = .; hcDAF12 agonist = 0.9; SMARCA2 activ = -3.1; NPR2 activator = 7.9; DAX1 inh-1 = -1.4; hgDAF-12 ag = -4.2; ADAM10 inh = -9.0; NPR1 activator = 2.4; DAX1 inh-2 = .
# Results for CC1=C(C(=O)N(C)C)CC(CC(=O)NC2CCCCC2)C(=O)N1CCC1=CCCCC1 (stereo not given) = sPLA2-III inh = 2.6; ssDAF12 agonist = -0.7; GAA850 FXN act = 2.4; hcDAF12 agonist = 0.3; SMARCA2 activ = 2.2; NPR2 activator = -3.8; DAX1 inh-1 = 2.5; hgDAF-12 ag = 5.5; ADAM10 inh = -5.0; NPR1 activator = -0.9; DAX1 inh-2 = 1.2

# Compounds were not picked by outcome. About 6.6% of those tested had a hit in this group.
